TDP1 cell noCPT = qHTS for Inhibitors of human tyrosyl-DNA phosphodiesterase 1 (TDP1): qHTS in cells in absence of CPT; DT40 Tdp1-/- hTDP1 cells, no CPT, ATP luminescence, 48 h; Potency, µM (highest dose often 46.2 µM), for the others: at the highest dose activity change, negative = growth inhibition, actives largely listed as inhibitors; 15% of 420,000 active; AID 686978, 2013; note: nearly all actives have a fitted effect of over 55% in size
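Compound effects on proliferation are scored in DT40 Tdp1-/-;hTDP1 cells in the absence of CPT. ATP levels (CellTiter-Glo luminescence) are recorded after a ≥48 hr, 37 °C incubation.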
N370S GC mod = inhibitors or activators of N370S glucocerebrosidase for Gaucher disease; P04062; N370S GC spleen homogenate, 4MU-glucoside fluorescence; Potency, µM (series often up to 59.4 µM), without a hit: at the highest dose activity change, negative = inhibition, usual class: inhibitors; 0.092% of 330,000 active; AID 2101;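 note: 0% = full enzyme activity and -100% = no enzyme basal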
TDP1 block = TDP1 (human) enzyme inhibition | Q9NUW8 | recombinant TDP1, AlphaScreen DNA substrate cleavage | Potency, µM (doses to about 130 µM), inactives show at the top dose activity change, negative = inhibition, usual class: inhibitors | 0.28% of 350,000 active | AID 485290; note: nearly all actives have a fitted effect of over 40% in size
Target sequence (Q9NUW8 whole entry, looked up): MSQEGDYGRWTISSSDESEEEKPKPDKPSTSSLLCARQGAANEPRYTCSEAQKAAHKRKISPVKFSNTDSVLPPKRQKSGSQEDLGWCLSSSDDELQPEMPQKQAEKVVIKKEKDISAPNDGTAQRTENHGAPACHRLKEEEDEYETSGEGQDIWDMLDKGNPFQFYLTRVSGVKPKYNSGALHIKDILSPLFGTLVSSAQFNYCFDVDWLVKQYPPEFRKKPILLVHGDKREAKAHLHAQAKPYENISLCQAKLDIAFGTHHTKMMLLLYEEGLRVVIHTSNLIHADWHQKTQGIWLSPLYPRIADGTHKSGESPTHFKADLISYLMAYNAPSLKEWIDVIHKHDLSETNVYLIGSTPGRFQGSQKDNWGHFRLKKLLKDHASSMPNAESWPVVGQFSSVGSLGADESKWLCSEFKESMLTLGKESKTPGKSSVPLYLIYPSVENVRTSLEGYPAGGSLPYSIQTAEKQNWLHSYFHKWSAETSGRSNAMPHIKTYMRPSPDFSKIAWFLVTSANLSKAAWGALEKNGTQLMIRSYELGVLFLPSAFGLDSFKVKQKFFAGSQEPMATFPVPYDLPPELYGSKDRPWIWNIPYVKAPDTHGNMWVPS
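Signal: AlphaScreen proximity between streptavidin donor and anti-FITC acceptor beads on intact substrate. Reaction: Tdp1 1 nM, substrate 15 nM final, 5 min RT after 15 min compound preincubation.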
Starred values were filed as active, the others as inactive; ? = inconclusive; · = not tested or not shown; [ ] = remark or other dose. Calls come from the whole dose curve; as a rule, active = well fitted curve in the direction sought with a large enough effect; inconclusive = small, poorly fitted or top-dose-only effect, or another doubt; inactive = no such curve, though single readings can be large; an effect the other way counts as inactive or inconclusive. Unless noted, % is set by controls: 0 for no effect and ±100 for the full control effect; potency is the fitted concentration of half-maximal effect.

| no. | Structure | TDP1 cell noCPT | N370S GC mod | TDP1 block |
| --- | --- | --- | --- | --- |
| 1 | CCCc1nnc(SCC(=O)N2CCCC(C)C2)n1CCOC (stereo not given) | -1% | 4% | 3% |
| 2 | COCC(C)NC(=O)CCS(=O)(=O)c1nc(-c2ccc(OC)cc2)cc(C(F)(F)F)n1 (stereo not given) | 4.6µM* | -1% | 8% |
| 3 | CCCCCOC(=O)C1C(c2ccccc2)C(C(=O)O)C1c1ccccc1 (stereo not given) | ? | -9% | 6% |
| 4 | CCOC(=O)/C(C#N)=C/Nc1ccccc1NS(=O)(=O)c1cccc(C(C)=O)c1 | 3% | -7% | -5% |
| 5 | O=C(COc1ccc(Br)cc1)Nc1ccc(N2CCOCC2)cc1N1CCOCC1 | -3% | · | -1%[56.1 µM] |
| 6 | Cc1ccc(SCC(=O)Nc2ccc(S(=O)(=O)Nc3nccs3)cc2)cc1 | 3.7µM* | -4% | 5% |
| 7 | Cc1ccc(CNC(=O)c2cn(C)c3ccc(S(=O)(=O)N(C)C4CCCCC4)cc3c2=O)cc1 | ? | · | -5% |
| 8 | COc1cc(-c2nnc(SCCOc3ccc(C)c(Cl)c3)o2)cc(OC)c1OC | ? | · | 0% |
| 9 | NC(=O)c1cccc(S(=O)(=O)N2CCCCC2)c1 | 1% | 5% | -3% |
| 10 | Cc1ccc(S(=O)(=O)N2CCN(Cc3ccccc3)CC2)cc1 | -9% | -8% | · |
| 11 | COC(=O)COc1cccc2c(=O)n(CC(=O)NCc3ccc(F)cc3)ccc12 | 1.2µM* | -18% | · |
| 12 | Cc1ccccc1-c1noc(CSc2nnc(Cc3ccccc3)n2-c2ccc(F)cc2)n1 | 9.2µM* | · | -1% |
| 13 | Cc1noc(C)c1S(=O)(=O)Nc1ccc2c(c1)C(=O)N([C@H](C)CO)C[C@H](C)[C@@H](CN(C)S(=O)(=O)c1ccc(F)cc1)O2 | -23% | · | 2% |
| 14 | CN(C)S(=O)(=O)Oc1ccsc1C(=O)Nc1ccc(C(F)(F)F)cc1 | -2% | 24% | -8% |
| 15 | COc1ccccc1NC(=O)c1cccnc1 | -16% | 0% | 5% |
| 16 | Cc1nn(C(C)C(=O)N2CCc3ccccc3C2)c(=O)c2cc3occc3n12 (stereo not given) | -12% | -3% | 7% |
| 17 | COc1ccc(/C=N/N=C2/NC(=O)CC(C(=O)O)S2)cc1 (stereo not given) | 6% | 4% | 3% |
| 18 | Cc1cccc(CN2C[C@]34C=C[C@@H](C[C@@H]3S2(=O)=O)O4)c1 | -7% | 4% | · |
| 19 | CC1(C)C(=O)OC(c2c3ccccc3cc3ccccc23)C(C)(C)C1=O (stereo not given) | ? | 26% | · |
| 20 | CCN1C(=O)CC(C(=O)NCCc2ccc(S(N)(=O)=O)cc2)SC1=Nc1ccc(OC)cc1 (stereo not given) | -25% | -2% | 2% |
| 21 | CC(=O)Nc1ccc(OCC(O)CN2CCN(c3ccccc3Cl)CC2)cc1 (stereo not given) | -24% | -14% | 2%[56.1 µM] |
| 22 | OCCCc1cn(-c2ccccc2)c2ccccc12 | ? | 7% | -3% |
| 23 | CCOC(=O)N1CCN([N+]([O-])=NOc2cc(O/N=[N+](\[O-])N(CC)CC)c([N+](=O)[O-])cc2[N+](=O)[O-])CC1 | · | -5% | 6% |
| 24 | FC(F)(F)c1cccc(N2CCN(c3ncnc4c3nc3n4CCCC3)CC2)c1 | 9.2µM* | · | -1% |
| 25 | COc1ccc(Cc2nc(-c3ccc(Cl)cc3)no2)cc1 | -25% | 2% | -5% |
| 26 | COc1ccccc1CN1C[C@@H]2C[C@@H](c3ccc(C)c(C)c3)N3CCC[C@@]23C1=O | 16µM* | 18% | 6% |
| 27 | CCOC(=O)CCNC(=O)Nc1ccc2nc(C)n(Cc3ccc(Cl)cc3)c(=O)c2c1 | -4% | -23%[2.35 µM] | 7% |
| 28 | CCCCOc1ccc(C(=O)NCC(=O)NNC(=O)C2COc3ccccc3O2)cc1 (stereo not given) | 1% | · | 0% |
| 29 | CCOP(=O)(OCC)c1nc(-c2ccc(Cl)cc2Cl)oc1N1CCOCC1 | ? | -6% | 5% |
| 30 | COc1cc(C(=O)O)cc(Br)c1OC1CCCC1 | 6% | -11% | 5% |
| 31 | Cc1ccc(N=C(NO)c2nonc2N)cc1 | -24% | -4% | 7% |
| 32 | O=C1CC2(CCCC2)CC(=O)N1CCCCNCC1COc2ccccc2O1 (stereo not given) | -10% | -17% | 5% |
| 33 | Cc1ccccc1S(=O)(=O)NCc1ccc(N2CCN(C)CC2)cc1 | ? | 1% | -3% |
| 34 | COc1cc(C(=O)N2CCN(c3cccc(C)c3C)CC2)cc(OC)c1OC | 0.82µM* | 5% | 5% |
| 35 | CCCNC(=O)CCC(=O)N1Cc2cccc(OC)c2Oc2ncccc21 | 1% | · | -1% |
| 36 | Cn1cccc1/C=C1\SC(=S)N(Nc2ccccc2)C1=O | ? | -5% | 10% |
| 37 | O=C(CCCN1C(=O)/C(=C/c2ccccc2)SC1=S)N1CCOCC1 | ? | -7% | · |
| 38 | CC(C)c1ccc(NC(=O)COC(=O)/C=C/c2cccc([N+](=O)[O-])c2)cc1 | -29% | 16% | -3% |
| 39 | CN(C(=O)c1ccc2c(c1)OCO2)C1(C(=O)NC2CCCCC2)CCCCC1 | -15% | 0% | 1% |
| 40 | COc1cc(Cl)c(NC2=CC(=O)C(=O)c3ccccc32)c(OC)c1 | ? | · | 6% |
| 41 | O=C(Nc1ccnn1C1CCN(Cc2ccccc2)CC1)C1CCCC1 | -3% | -1% | 5% |
| 42 | Cc1ccc(CC(=O)Nc2ccc([N+](=O)[O-])cc2C)cc1 | -4% | -6% | 5% |
| 43 | CCOc1ccccc1C1CC(c2ccc(F)cc2)Nc2nc(N)nn21 (stereo not given) | ? | 8% | -6% |
| 44 | C=CCN1C(=NC(=O)COc2ccccc2)SC2CS(=O)(=O)CC21 (stereo not given) | -1% | 2% | 1% |
| 45 | Cc1ccc(C(=O)NCCn2cc(SCC(=O)N3CCOCC3)c3ccccc32)cc1 | ? | 5% | 2% |
| 46 | CCOc1ccccc1C(=O)N(Cc1ccccc1F)C1CCS(=O)(=O)C1 (stereo not given) | 6% | · | -1% |
| 47 | Cc1ccc2cc3cc(C(=O)NCc4ccco4)oc3nc2c1 | ? | 2% | · |
| 48 | Cn1c(=O)cc(SCC(=O)NCCCN2CCOCC2)c2ccccc21 | -12% | -14% | 5% |
| 49 | CCN(CC)c1ccc(NC(=O)c2c(C)noc2C)cc1 | 12% | -2% | 3% |
| 50 | Cc1cn2c(=O)cc(COc3cc(C)c(Cl)c(C)c3)nc2s1 | 8% | · | 4% |
| 51 | Cc1ccc(-c2cnc3n2CCCCC3)cc1 | 26µM* | -1% | 2% |
| 52 | O=C(Nc1ccc(N2CCOCC2)cc1)c1ccc(Br)o1 | -23% | -1% | · |
| 53 | COc1ccc(N2CC(O)=C(c3nc4ccccc4s3)C2=N)c(OC)c1 | ? | ? | 12% |
| 54 | CSc1ncccc1C(=O)OCC(=O)Nc1ccc(N2CCOCC2)cc1 | 1% | · | 1% |
| 55 | CCn1c2ccccc2n2c(=O)c(=O)n(CC(=O)N3CCN(c4ccccc4OC)CC3)nc12 | · | 5% | -1% |
| 56 | COc1ccccc1CCC(=O)OCC(=O)Nc1ccc(C(N)=O)cc1 | -99% | -1% | 5% |
| 57 | CCCCn1c(N)c(N(CCOC)C(=O)c2ccc(Br)s2)c(=O)[nH]c1=O | -16% | 2% | · |
| 58 | CCOc1ccc(C(=O)NC(=S)N2CCN(c3ccc(C(F)(F)F)cc3[N+](=O)[O-])CC2)cc1 | ? | -2% | -8% |
| 59 | CCOc1ccccc1OCCOc1ccccc1OC(C)C | ? | -4% | -2% |
| 60 | CC(=O)/C(=C/N(C)C)C(=O)Nc1ccc(Cl)cc1Cl | ? | 11% | 0% |

More compounds:
| no. | Structure | TDP1 cell noCPT | N370S GC mod | TDP1 block |
| --- | --- | --- | --- | --- |
| 61 | CN(C)S(=O)(=O)c1cc(NC(=O)COC(=O)C2COc3ccccc3O2)ccc1Cl (stereo not given) | -11% | -1% | 5% |
| 62 | Cc1ccc(CNC(=O)CCc2ccccc2)cc1 | -1% | 4% | 0% |
| 63 | CCN(CC)C1CCS(=O)(=O)C1 (stereo not given) | 0% | 14% | 6% |
| 64 | O=C(Nc1ccc(F)cc1F)c1ccc2c(c1)[nH]c(=O)n2Cc1ccc(F)cc1 | -26% | -1% | 1% |
| 65 | COCCCNC(=O)C1CCCN(S(=O)(=O)c2ccc(C)cc2)C1 (stereo not given) | -14% | 1% | -5% |
| 66 | O=C(Nc1cc(S(=O)(=O)N2CCOCC2)ccc1N1CCCC1)c1cc(F)c(F)cc1Cl | -13% | -9% | -3% |
| 67 | CCc1sc(C(=O)NCCc2ccc(S(N)(=O)=O)cc2)cc1C | 2% | -2% | 1% |
| 68 | NN(CCO)C(=S)Nc1ccc(Cl)cc1 | 17% | -21% | 2% |
| 69 | CCOC(=O)C1(CCCc2ccccc2)CCN(Cc2ccn[nH]2)CC1 | ? | -16% | · |
| 70 | O=C(NCCCCC(NC(=O)C1CCCCC1)C(=O)O)c1ccccc1 (stereo not given) | -3% | 1% | 4% |
| 71 | CC(C(=O)Nc1ccon1)N1C(=O)c2ccccc2S1(=O)=O (stereo not given) | -5% | -6% | 7%[0.505 µM] |
| 72 | Cc1ccc(NCc2cccn2-c2nnc(N3CCC(C(=O)NCCc4ccc(Cl)cc4)CC3)s2)cc1 | 13µM* | · | -1% |
| 73 | CC(=O)c1ccc(-c2ccccc2OC(F)(F)F)o1 | -3% | -14% | 6% |
| 74 | CCc1ccc2occ(CC(=O)N(Cc3ccc(N(C)C)cc3)C3CCS(=O)(=O)C3)c2c1 (stereo not given) | ? | · | 10% |
| 75 | CCOc1ccc(/C=N/NC(=O)C(C)N(c2ccc(OC)cc2)S(C)(=O)=O)cc1OCC (stereo not given) | ? | 0% | 3% |
| 76 | O=C(CC(SCc1ccco1)c1ccc(O)cc1)c1cccs1 (stereo not given) | 23µM* | -4%[2.35 µM] | 10% |
| 77 | CN(C(=O)COC(=O)c1ccc2c(c1)OCO2)C1CCS(=O)(=O)C1 (stereo not given) | ? | 0% | 6% |
| 78 | Cn1c(-c2cccc(Br)c2)cnc1NCc1ccccc1O | ? | -12% | · |
| 79 | CC(=O)C1=C(C)NC(SCSc2ccccc2)=C(C#N)C1c1cccnc1 (stereo not given) | ? | 0% | 5% |

Reformatted with values under each structure: 19 of the compounds above
Order of values: TDP1 cell noCPT, N370S GC mod, TDP1 block
61: CN(C)S(=O)(=O)c1cc(NC(=O)COC(=O)C2COc3ccccc3O2)ccc1Cl (stereo not given)
  -11%, -1%, 5%
62: Cc1ccc(CNC(=O)CCc2ccccc2)cc1
  -1%, 4%, 0%
63: CCN(CC)C1CCS(=O)(=O)C1 (stereo not given)
  0%, 14%, 6%
64: O=C(Nc1ccc(F)cc1F)c1ccc2c(c1)[nH]c(=O)n2Cc1ccc(F)cc1
  -26%, -1%, 1%
65: COCCCNC(=O)C1CCCN(S(=O)(=O)c2ccc(C)cc2)C1 (stereo not given)
  -14%, 1%, -5%
66: O=C(Nc1cc(S(=O)(=O)N2CCOCC2)ccc1N1CCCC1)c1cc(F)c(F)cc1Cl
  -13%, -9%, -3%
67: CCc1sc(C(=O)NCCc2ccc(S(N)(=O)=O)cc2)cc1C
  2%, -2%, 1%
68: NN(CCO)C(=S)Nc1ccc(Cl)cc1
  17%, -21%, 2%
69: CCOC(=O)C1(CCCc2ccccc2)CCN(Cc2ccn[nH]2)CC1
  ?, -16%, ·
70: O=C(NCCCCC(NC(=O)C1CCCCC1)C(=O)O)c1ccccc1 (stereo not given)
  -3%, 1%, 4%
71: CC(C(=O)Nc1ccon1)N1C(=O)c2ccccc2S1(=O)=O (stereo not given)
  -5%, -6%, 7%[0.505 µM]
72: Cc1ccc(NCc2cccn2-c2nnc(N3CCC(C(=O)NCCc4ccc(Cl)cc4)CC3)s2)cc1
  13µM*, ·, -1%
73: CC(=O)c1ccc(-c2ccccc2OC(F)(F)F)o1
  -3%, -14%, 6%
74: CCc1ccc2occ(CC(=O)N(Cc3ccc(N(C)C)cc3)C3CCS(=O)(=O)C3)c2c1 (stereo not given)
  ?, ·, 10%
75: CCOc1ccc(/C=N/NC(=O)C(C)N(c2ccc(OC)cc2)S(C)(=O)=O)cc1OCC (stereo not given)
  ?, 0%, 3%
76: O=C(CC(SCc1ccco1)c1ccc(O)cc1)c1cccs1 (stereo not given)
  23µM*, -4%[2.35 µM], 10%
77: CN(C(=O)COC(=O)c1ccc2c(c1)OCO2)C1CCS(=O)(=O)C1 (stereo not given)
  ?, 0%, 6%
78: Cn1c(-c2cccc(Br)c2)cnc1NCc1ccccc1O
  ?, -12%, ·
79: CC(=O)C1=C(C)NC(SCSc2ccccc2)=C(C#N)C1c1cccnc1 (stereo not given)
  ?, 0%, 5%

A portion of the library. The share of hits here may be higher or lower than overall.
